# MsrA act = activators of bovine methionine sulfoxide reductase A; purified bovine MsrA, absorbance read-out; activation, % at 10.6 µM; 0.3% of 360,000 active; AID 602163; in the data active = activation above about 7.5%;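 also: 0% = vehicle and 100% = reference activator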
# STEP block = STEP (human) phosphatase inhibition. P54829. AID 588621. recombinant STEP, OMFP fluorogenic substrate, fluorescence. inhibition, % at 20 µM. 0.25% of 360,000 active;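 active = inhibition at 20 µM, scaled per plate between control wells, above about 37%, limit read from the data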;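 also: 0% = DMSO with enzyme and substrate and 100% = substrate only without enzyme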
# Target sequence (P54829 whole entry, looked up): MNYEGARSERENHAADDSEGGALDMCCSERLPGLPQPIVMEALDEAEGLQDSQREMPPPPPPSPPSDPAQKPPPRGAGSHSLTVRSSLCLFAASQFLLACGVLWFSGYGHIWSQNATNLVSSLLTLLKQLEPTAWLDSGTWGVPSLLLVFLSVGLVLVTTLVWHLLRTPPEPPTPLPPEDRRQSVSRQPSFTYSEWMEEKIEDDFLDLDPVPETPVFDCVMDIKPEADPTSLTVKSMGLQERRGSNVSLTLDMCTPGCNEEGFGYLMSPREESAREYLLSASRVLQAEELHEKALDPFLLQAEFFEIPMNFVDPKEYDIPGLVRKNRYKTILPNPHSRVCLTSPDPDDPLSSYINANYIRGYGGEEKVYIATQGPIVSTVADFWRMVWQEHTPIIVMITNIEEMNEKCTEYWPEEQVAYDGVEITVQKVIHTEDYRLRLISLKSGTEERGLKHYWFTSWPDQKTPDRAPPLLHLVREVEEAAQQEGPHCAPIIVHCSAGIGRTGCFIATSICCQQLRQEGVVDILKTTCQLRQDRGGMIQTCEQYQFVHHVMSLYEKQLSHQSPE
#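 Material: STEP (striatal-enriched tyrosine phosphatase) enzyme, cell-free; Compound dosing: 20 µM single dose in 1% DMSO; Technique: fluorescence read at 480 nm ex / 540 nm em; Times: reaction 20 min, ambient temperature; Medium: 50 mM Bis-Tris pH 6.0 with 2.5 mM DTT and 0.005% Tween 20; Also added: OMFP at 25 µM.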
# SUMO1 PPI mod = alters human SUMO1 binding to SIM partners. SUMO1 binding to a labelled peptide, TR-FRET, 1 h. inhibition, % at 20 µM. 0.33% of 360,000 active; in the data active = inhibition above about 37%
# Target sequence (P63165 whole entry, looked up): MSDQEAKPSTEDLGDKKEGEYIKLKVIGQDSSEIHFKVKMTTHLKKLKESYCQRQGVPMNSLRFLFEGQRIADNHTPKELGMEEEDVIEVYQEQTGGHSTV
# Scp-1 inhibitor = blocks human Scp-1 phosphatase activity; inhibition, % at 20 µM; 0.88% of 340,000 active; Recombinant Scp1, phosphopeptide, malachite green phosphate absorbance; Q9GZU7; AID 493091;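 active = inhibition above about 50% at 20 µM, limit read from the data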;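 also: plate controls were DMSO wells with enzyme for no effect and wells lacking enzyme for full effect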
# Target sequence (Q9GZU7 76-261 limits assumed): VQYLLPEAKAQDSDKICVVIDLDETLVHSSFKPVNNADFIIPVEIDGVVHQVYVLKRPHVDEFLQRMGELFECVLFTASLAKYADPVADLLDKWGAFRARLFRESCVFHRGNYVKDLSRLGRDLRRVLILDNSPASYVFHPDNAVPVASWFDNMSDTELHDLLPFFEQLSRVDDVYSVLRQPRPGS
#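 Test system: SCP-1 catalytic domain; Buffer or medium: Acidic Tris acetate buffer with magnesium and detergent; Also added: Phosphorylated 17-residue peptide substrate; Compound: single 20 µM dose, 1% DMSO; Schedule: enzyme reaction 45 min at room temperature, colour 5 min, stabilisation 30 min; Signal: Phosphate-binding colour reagent, absorbance read at 630 nm.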
# TbMetRS inhib = Trypanosoma brucei MetRS inhibition; 0.4% of 360,000 active; purified T. brucei MetRS, ATP depletion, Kinase-Glo luminescence; inhibition, % at 11.9 µM;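 active = inhibition above a per-plate cutoff of the control wells' mean inhibition plus 3 SD, cut at about 5.5% in these data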;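 also: 0% = DMSO wells median and 100% = median of wells with control inhibitor compound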
#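 Material – parasite MetRS enzyme · Medium – HEPES-MgCl2-KCl buffer plus DTT, spermine, BSA, pyrophosphatase · Reagent – ATP, methionine and E. coli bulk tRNA substrates · Times – 15 min enzyme-compound preincubation, 2 h reaction, 10 min detection, 25 °C · Measured by – luminescence of leftover ATP · Evaluation – percent inhibition relative to median high and low control wells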
# LMPTP block = blocks human LMPTP phosphatase. P24666. recombinant LMPTP-A, OMFP fluorogenic substrate, fluorescence intensity. inhibition, % at 20 µM. 0.22% of 360,000 active. AID 651560;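 active = compounds that cut the enzyme signal by at least half of the control window in the single-dose screen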;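 also: plate controls were DMSO wells with enzyme plus substrate for no effect and substrate without enzyme for full effect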
# Target sequence (P24666 whole entry, looked up): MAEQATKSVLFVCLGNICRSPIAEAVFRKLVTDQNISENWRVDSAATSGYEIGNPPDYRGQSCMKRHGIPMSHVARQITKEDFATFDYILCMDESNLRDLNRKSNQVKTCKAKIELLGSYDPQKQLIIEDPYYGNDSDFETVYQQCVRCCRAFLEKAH
#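 Test system – LMPTP-A enzyme · Amount – LMPTP-A at 0.625 nM final in the reaction · Buffer or medium – Bis-Tris pH 6.0, DTT, detergent · Reagent – OMFP 400 µM · Doses – single 20 µM dose · Schedule – reaction 50 min, room temperature, dark · Detection – fluorescence intensity of OMFP turnover product · Evaluation – percent inhibition versus substrate-only and uninhibited controls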
# MsrA inh = inhibitors of bovine MsrA. purified bovine MsrA, absorbance read-out. inhibition, % at 15.5 µM. 0.75% of 360,000 active; in the data active = inhibition above about 4.5%;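 also: 0% = vehicle wells with enzyme and 100% = reference inhibitor wells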
# NRP1-CendR mod = NRP-1/CendR interaction modulation | O14786 | FAM-RPARPAR peptide binding to NRP-1, fluorescence polarization | inhibition, % at 25 µM | AID 602438 | 0.85% of 360,000 active;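 active = inhibition or corrected inhibition above about 18%, plus a signal ratio from 0.5 to 1.5, limit read from the data, passing the limit was not always enough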; also: strong numbers were not always called active
# DNMT1 inh = inhibitors of human DNMT1 | DNMT1 molecular beacon, Hinp1I cleavage, fluorescence | P26358 | 0.83% of 360,000 active | inhibition (reported as % activation of signal), % at 10 µM | AID 588458; in the data active = inhibition above about 50%
# E coli Lon inh = E. coli protease La inhibition; inhibition, % at 7.94 µM; P0A9M0; 0.42% of 360,000 active; purified E. coli Lon protease, fluorescence polarization; in the data active = inhibition above about 13%, passing the limit was not always enough;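 also: 0% = enzyme with probe and DMSO and 100% = no enzyme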
# An asterisk follows results filed as active; nt = not tested or not shown.
MsrA act,STEP block,SUMO1 PPI mod,Scp-1 inhibitor,TbMetRS inhib,LMPTP block,MsrA inh,NRP1-CendR mod,DNMT1 inh,E coli Lon inh,SMILES
-1,0,5,nt,0.6,0.9,-0.5,6,-1,6,Nc1cc(C(=O)N2CCN(c3cccc(Cl)c3)CC2)ccc1N1CC2CC(C1)c1cccc(=O)n1C2 (stereo not drawn)
-7,-5,-6,-5,-0.2,-0.3,-0.8,-8,3,1,CC(=O)c1ccc(C(=O)N2CCCC(N3CCN(c4ccc(F)cc4)CC3)C2)s1 (stereo not drawn)
-2,4,4,-9,0.1,-1.5,1.3,2,5,-2,O=C1CCc2cc(S(=O)(=O)N3CCC(C(=O)NC4CCCCCCC4)CC3)ccc2N1
-5,0,1,1,0.2,-1.2,-1.1,-2,3,-1,O=C(c1cccc(Br)c1)N1CCN(S(=O)(=O)N2CCCCC2)CC1
-3,2,2,-11,-0.4,-1.4,-0.1,7,6,1,CCN(CC(=O)Nc1c(F)cccc1F)C(=O)CSCc1c(C)noc1C
-4,2,-4,-3,12*,2.3,0.7,-3,-7,-11,O=C(CCCCn1c(=O)[nH]c2ccccc2c1=O)N1CCN(c2cccc(C(F)(F)F)c2)CC1
-13,-2,-1,-12,-1.7,-0.7,0.7,-6,7,1,Cc1ccc(NC(=O)c2ccc(Oc3ncccn3)cc2)cc1
-2,2,-1,-10,-0.3,-0.2,-0.1,14,2,-15,Cc1ccc(C)c(NC(=O)CCC(=O)NNC(=O)COc2cc(C)ccc2C)c1
-12,4,0,4,-0.4,-1.2,-0.3,0,3,3,CCOC(=O)N1CCc2c(sc(NC(=O)CCS(=O)(=O)c3ccccc3)c2C(N)=O)C1
-1,0,3,-13,-0.6,-0.6,-1.2,4,0,15,O=C(c1ccccc1)N1CCN(Cc2ccc3c(c2)OCO3)CC1
-1,2,4,nt,0.0,-0.5,0.5,3,2,-11,COc1ccc(S(=O)(=O)N2CCN(Cc3ccccc3OC)CC2)cc1
-2,0,-3,-7,-0.6,-0.5,-0.3,8,-1,-2,CCc1ccc(CNC(=O)C(=O)NCC2CCCO2)cc1 (stereo not drawn)
-3,-5,-4,-12,-0.6,0.3,-0.9,2,-1,5,COc1ccccc1OCCNC(=O)c1cc([N+](=O)[O-])cc([N+](=O)[O-])c1
-2,-2,0,0,-0.3,-3.0,0.7,16,0,-5,Cc1nc2sc3c(c2c(=O)[nH]1)CCC3
-1,-1,5,-2,0.2,-0.7,0.3,-6,-1,7,Cc1cccc(N2C(=O)CC(N3CCN(c4ccccc4)CC3)C2=O)c1 (stereo not drawn)

# Part of the list above, with two lines to a compound:
# Sequence of screens: MsrA act	STEP block	SUMO1 PPI mod	Scp-1 inhibitor	TbMetRS inhib	LMPTP block	MsrA inh	NRP1-CendR mod	DNMT1 inh	E coli Lon inh
> COc1ccccc1OCCNC(=O)c1cc([N+](=O)[O-])cc([N+](=O)[O-])c1
 : -3	-5	-4	-12	-0.6	0.3	-0.9	2	-1	5
> COc1ccc(S(=O)(=O)N2CCN(Cc3ccccc3OC)CC2)cc1
 : -1	2	4	nt	0.0	-0.5	0.5	3	2	-11
> Cc1ccc(NC(=O)c2ccc(Oc3ncccn3)cc2)cc1
 : -13	-2	-1	-12	-1.7	-0.7	0.7	-6	7	1
> Cc1cccc(N2C(=O)CC(N3CCN(c4ccccc4)CC3)C2=O)c1 (stereo not drawn)
 : -1	-1	5	-2	0.2	-0.7	0.3	-6	-1	7

# (cont.)
MsrA act,STEP block,SUMO1 PPI mod,Scp-1 inhibitor,TbMetRS inhib,LMPTP block,MsrA inh,NRP1-CendR mod,DNMT1 inh,E coli Lon inh,SMILES
0,1,2,-6,1.2,-6.7,3.7,5,-1,-1,Cn1c2ccccc2c2ncn(CCCN3CCOCC3)c(=O)c21
-9,-3,-5,-8,-0.9,-1.1,1.1,11,-6,-1,Cc1ccccc1NC(=O)Oc1cccc(OC(=O)c2ccccc2)c1
-2,4,-121,4,-0.9,1.9,nt,4,-3,-1,COc1cccc(-c2sc3ccc(OC)cc3c2-c2ccc(OCCN3CCCC3)cc2)c1
0,13,-19,18,4.5,8.5,0.0,-10,1,-2,CCSC1=NC(=O)/C(=C2/C=Cc3ccccc3N2CC)S1
-1,-4,-3,-5,3.2,1.2,-1.1,-10,-4,-7,O=C(NCc1ccc(Cl)cc1Cl)C1CC(=O)N(Cc2ccccc2)C1 (stereo not drawn)
-8,0,-2,6,-0.9,-2.5,-1.1,-1,1,0,COc1ccc(N2CCN(C(CNC(C)=O)c3ccc4c(c3)OCO4)CC2)cc1 (stereo not drawn)
0,-1,0,3,-0.3,3.0,1.2,-5,-7,3,CC(C)c1ccc(NC(=O)C(c2ccc3c(c2)OCO3)N2CCN(C(=O)c3ccco3)CC2)cc1 (stereo not drawn)
4,-2,-17,-1,0.5,0.6,2.0,20,-16,0,COc1ccc(N2Nc3n[nH]c(N)c3N2)cc1
0,2,5,-6,0.1,-0.9,1.1,-7,3,0,CCOC(=O)O[C@]1(C(=O)COC(=O)CC)CC[C@H]2[C@@H]3CCC4=CC(=O)C=C[C@]4(C)[C@H]3[C@@H](O)C[C@@]21C
-10,3,-11,-5,-0.9,-1.5,1.8,-6,15,1,O=c1cc(-c2ccncc2)oc2c1ccc1ccccc12
-4,3,-4,-7,-0.9,1.3,-0.3,-24,-6,-7,CC1(C)Cc2c(C#N)c(NCCc3ccccc3)nc(-c3ccco3)c2CO1
-1,0,-4,2,-0.9,-0.9,2.1,-8,-3,1,COC(=O)c1cc(C(=O)c2cc(Cl)ccc2O)coc1=N
-1,5,2,0,-1.5,0.9,0.1,7,8,7,Cc1cc(C)c(C#N)c(SCc2ccc(C#N)cc2)n1
-1,-1,6,-4,-1.1,-0.2,3.2,-6,-1,-1,CN1OC[C@@H]2CN(S(=O)(=O)c3ccccc3)[C@H](c3cccc(Br)c3)C[C@@H]21
-3,-1,-1,-3,0.3,-1.1,1.9,36*,-3,-4,O=C(O)CS(=O)(=O)c1ccc(C(F)(F)F)cn1
-3,0,-2,1,-0.3,-1.1,-0.1,8,-3,-1,CC(NC(=O)C1CCN(S(=O)(=O)c2ccccc2)CC1)c1ccccc1 (stereo not drawn)
-4,-2,-19,-4,-0.1,-1.2,0.3,15,4,2,COc1ccc(CCN2C(=O)c3ccncc3C2=O)cc1OC
-4,2,0,-6,-0.5,-0.1,0.1,-6,1,-1,COc1ccc(C(=O)N(C)C2CCCN(Cc3ccccc3F)C2)cc1OC (stereo not drawn)
-8,0,-16,-2,-0.3,-0.1,-0.7,-4,4,4,O=C(CNC(=O)c1ccc(Cl)c([N+](=O)[O-])c1)OC1CCCCC1=O (stereo not drawn)
-2,2,-30,-1,1.6,1.2,0.7,-6,-4,-7,COc1ccc(Nc2ccc(C(=O)O)cc2[N+](=O)[O-])cc1
-3,6,2,-3,-2.0,1.6,0.3,10,-2,-6,O=c1c2c(n3nnnc3n1-c1ccccc1)-c1ccccc1CC21CCCC1
-3,2,-3,-11,0.3,4.0,-1.0,1,-3,-5,CC(Oc1ccc(Cl)cc1Cl)C(=O)NCCCCc1ccccc1 (stereo not drawn)
-6,-9,2,8,-1.5,0.8,0.0,-17,-3,0,O=C1CC(=C(c2ccccc2)c2ccccc2)C(=O)N1CCN1CCN(c2cccc(Cl)c2)CC1
-3,2,-2,-8,-0.1,-1.6,-0.7,12,1,0,Cc1onc(-c2c(F)cccc2Cl)c1C(=O)N1CCN(c2ncccn2)CC1
-5,-1,3,-2,-0.7,4.4,-0.6,-2,0,7,CCC(C)(C)NC(=O)C(c1ccccc1Cl)N(C(=O)CCC(=O)Nc1cc(C)on1)C(C)(C)C (stereo not drawn)
-3,-3,3,-14,0.1,-0.9,-1.1,7,2,-5,O=C(CCCl)N(Cc1nc2ccccc2c(=O)[nH]1)Cc1cccs1
-2,-3,2,-1,-0.5,-0.6,1.1,10,-1,-7,Cn1c(=O)oc2cc(C(=O)c3ccccc3)ccc21
-4,-3,-8,-11,0.4,0.8,1.6,-1,-1,-2,Cc1onc(-c2ccccc2)c1C(=O)N/N=C/c1ccc(Br)cc1
-1,-2,3,-3,-0.5,-0.9,-0.8,8,0,11,CCCCC(=O)OCC(=O)Nc1cccc(S(=O)(=O)NC2=NCCCCC2)c1
-4,-4,-6,-8,0.1,2.4,-0.1,-12,7,-18,CCOC(=O)c1c(C)[nH]c(C(=O)/C(C#N)=C/c2ccc(OCC)cc2)c1C
-15,-2,2,-2,-2.1,1.0,-0.2,-3,4,3,O=C(O)c1cccc(NC(=O)C2CCCO2)c1 (stereo not drawn)
-9,nt,1,nt,-1.1,-1.7,1.8,-4,nt,-5,Cc1cc(C)n2c(Nc3c(C)cccc3C)c(CC(C)C)nc2n1
-4,-3,-9,0,1.5,0.4,1.7,14,1,3,CN=C1c2cc3c(Br)c(OC)ccc3n2CCN1C
-1,-3,1,nt,-0.2,2.9,0.0,-7,-5,7,OC(c1ccc(Cl)cc1)c1ncc(-c2cccc(C(F)(F)F)c2)[nH]1 (stereo not drawn)
-2,0,3,0,-0.3,0.3,-0.5,0,-2,-13,Cc1ccc2c(c1)N(CC(=O)OC(CC(C)C)C(=O)NC1CCCC1)C(=O)CO2 (stereo not drawn)
-1,4,6,14,-0.7,-0.8,-0.2,-18,1,6,O=C(O)c1cc(NC(=O)c2ccco2)cc(NC(=O)c2ccco2)c1
-3,70*,11,97*,-0.5,39,1.9,-44,2,5,COc1ccc(C2=NN(C(=O)CCCC(=O)O)C(c3cn(-c4ccccc4)nc3-c3ccccc3)C2)cc1 (stereo not drawn)
2,1,4,-13,-0.2,-0.3,1.2,5,-1,-6,OCCN1CCN(C2CCC(c3ccc(F)cc3)c3ccc(F)cc32)CC1 (stereo not drawn)
-11,-6,2,9,-2.4,3.8,0.1,-11,-12,-14,C=C(C)COc1ccc(-c2nc(N)ncc2Oc2ccc(OC)cc2)c(O)c1
0,-6,1,-6,-0.3,1.5,-0.2,-5,0,2,Cc1cc(S(=O)(=O)N2CC(=O)N(CCc3ccccc3)C(=O)C2)ccc1F
-3,-1,1,-6,-0.3,-0.7,-0.7,-3,1,-16,O=C1CCCC/C=C\C[C@H](CC(=O)N(CCO)Cc2ccccc2)C(=O)N2CCC[C@@H]2CO1
-2,0,0,3,-0.1,0.3,-0.5,-2,3,5,COc1ccc(NC(=O)N2CCCC2C(=O)NCc2ccc(C)cc2)cc1 (stereo not drawn)
-1,2,6,-20,-1.2,0.0,0.7,-5,5,-9,Cc1ccc([C@H]2C(C(=O)O)=C[C@@H](CC3CCCC3)N2S(=O)(=O)c2ccc(C)cc2)cc1
-1,1,0,-2,-0.6,-1.6,2.1,1,1,8,Cc1ccc2[nH]c3c(=O)[nH]ncc3c2c1
